Mtb UGM inh: blocks M. tuberculosis UGM enzyme; P9WIQ1; purified UGM, fluorescence polarization probe displacement; inhibition, % at 10 µM; 320,000 tested, 0.06% active; in the data active = inhibition above about 10%, passing the limit was not always enough; inconclusive = no clear call, values can overlap the other calls
Target sequence (P9WIQ1 whole entry, looked up): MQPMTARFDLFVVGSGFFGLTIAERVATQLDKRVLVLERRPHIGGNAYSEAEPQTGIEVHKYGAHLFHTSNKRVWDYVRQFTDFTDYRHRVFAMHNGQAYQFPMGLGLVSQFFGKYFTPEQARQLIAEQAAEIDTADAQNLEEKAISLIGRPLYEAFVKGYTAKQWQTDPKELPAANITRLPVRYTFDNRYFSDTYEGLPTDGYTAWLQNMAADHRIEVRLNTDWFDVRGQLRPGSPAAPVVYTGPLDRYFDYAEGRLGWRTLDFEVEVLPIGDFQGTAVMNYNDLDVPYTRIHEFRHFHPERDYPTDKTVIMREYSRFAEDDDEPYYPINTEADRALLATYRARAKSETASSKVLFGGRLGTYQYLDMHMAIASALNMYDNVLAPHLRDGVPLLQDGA
BoNT-F LC inh: BoNT F light chain protease inhibition; inhibition, % at 10 µM; 360,000 tested, 0.22% active; Multiplex microsphere protease cleavage assay, flow cytometry; AID 588497; in the data active = inhibition above about 35%, passing the limit was not always enough; inconclusive = no clear call, values can overlap the other calls; note: plate controls were buffer without enzyme for full effect and enzyme alone for no effect
CCHF vOTU inh: CCHFV vOTU protease inhibition. inhibition, % at 11.5 µM. Pep-AMC fluorescence. 370,000 tested, 0.55% active. AID 651958; note: 0% = vehicle wells with enzyme and 100% = no enzyme wells
Mtb BioA inh: inhibitors of Mycobacterium tuberculosis BioA enzyme | purified M. tuberculosis BioA enzyme, plate reader | inhibition, % at 9.99 µM | 360,000 tested, 0.096% active; in the data active = inhibition above about 40%; inconclusive = no clear call, values can overlap the other calls
GDH-TPI counter: inhibits GDH-TPI coupling enzymes, artifact for Mtb FBA screen | 360,000 tested, 1.2% active | GDH-TPI coupled enzyme counterscreen, NADH absorbance | AID 588335 | inhibition, % at 4.8 µM;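 note: 0% = DMSO wells and 100% = wells lacking the enzyme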
PrPC TRFRET: inhibitors of human cell surface prion protein PrPC; P04156; TR-FRET read-out; inhibition, % at 13.8 µM; 370,000 tested, 0.43% active; in the data active = inhibition above about 24%; note: 0% = median of the test wells and 100% = reference compound wells
FadD28 binding: M. tuberculosis FadD28 bisubstrate binding inhibition. FadD28 bisubstrate probe binding, fluorescence polarization. inhibition, % at 12.5 µM. 360,000 tested, 0.22% active; in the data active = inhibition above about 8.5%, passing the limit was not always enough; inconclusive = no clear call, values can overlap the other calls
BoNT-A LC inh2: inhibitors of Botulinum neurotoxin A light chain protease; multiplex microsphere protease substrate cleavage, flow cytometry; inhibition, % at 10 µM; 360,000 tested, 0.17% active; in the data active = inhibition above about 30%; inconclusive = no clear call, values can overlap the other calls; note: plate controls were buffer without enzyme for full effect and enzyme alone for no effect
FBA Mtb inh: Mtb fructose-bisphosphate aldolase inhibition; AID 588726; 360,000 tested, 2.3% active; inhibition, % at 1 µM; purified M. tuberculosis FBA, fluorescence read-out; P9WQA3; in the data active = inhibition above about 27%;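 note: 0% = vehicle and 100% = reference inhibitor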
Target sequence (P9WQA3 whole entry, looked up): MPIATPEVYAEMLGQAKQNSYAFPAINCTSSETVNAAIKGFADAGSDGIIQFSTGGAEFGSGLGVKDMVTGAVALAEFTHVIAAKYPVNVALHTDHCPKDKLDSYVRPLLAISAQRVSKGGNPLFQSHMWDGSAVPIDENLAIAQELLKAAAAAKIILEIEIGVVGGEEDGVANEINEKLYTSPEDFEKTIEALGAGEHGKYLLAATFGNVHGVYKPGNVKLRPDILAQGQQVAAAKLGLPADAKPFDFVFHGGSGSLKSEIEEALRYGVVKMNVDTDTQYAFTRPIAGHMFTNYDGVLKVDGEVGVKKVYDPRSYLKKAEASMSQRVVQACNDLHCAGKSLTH
Active calls of the source: *; ? = inconclusive; nt = not tested or not shown. Cut-off read from the data, not from the text of the source, unless noted: active = inhibition above about 30%; inactive = the rest.

Every second line gives: Mtb UGM inh	BoNT-F LC inh	CCHF vOTU inh	Mtb BioA inh	GDH-TPI counter	PrPC TRFRET	FadD28 binding	BoNT-A LC inh2	FBA Mtb inh
> Cc1occc1C(=O)NCc1ccccc1
    0.4	0	5	2.0	-11	5	-1.9	-0.1	-1
> CCOc1cc(/C=N/O)ccc1OCc1ccccc1F
    -1.3	-1	-2	nt	1	-3	-1.1	0.0	0
> Cc1ccc(S(=O)(=O)N(C)c2ccccc2C(=O)Nc2ccc3c(c2)OCCO3)cc1
    -2.5	1	-11	-1.1	6	4	0.4	-0.4	1
> O=C(C=Cc1ccc2c(c1)OCO2)c1ccccc1
    nt	-5	-4	-0.2	22	-3	-0.5	0.3	0
> CC(C)(C)c1ccc(S(=O)(=O)NCc2ccc(C(=O)NCC3CCCO3)cc2)cc1 (configuration not stated)
    1.7	-5	5	-2.1	1	-2	-1.5	-0.8	3
> CCN1CCc2c(sc(NC(=O)c3ccc(C(=O)c4ccccc4)cc3)c2C(N)=O)C1
    1.4	-6	13	-5.1	10	-30	-0.7	-0.3	0
> CCSc1nnc(NC(=O)Cc2ccc(OC)cc2)s1
    -1.4	8	0	0.8	1	2	0.2	1.0	-4
> Cc1cccc(NC(=O)Cc2nnc(NC(=O)Nc3ccccc3F)s2)c1
    -0.6	1	3	nt	10	9	-3.2	-1.5	-2
> O=C(CSc1nnc(COc2ccccc2)o1)NC1CC2CCC1C2 (configuration not stated)
    3.4	2	10	-0.8	1	5	-3.2	-2.6	-2
> Cc1oc(-c2ccc(Cl)cc2)nc1CS(=O)CC(=O)NCc1ccco1 (configuration not stated)
    0.2	-7	-3	0.5	6	3	-0.3	-2.6	4
> Cc1nn(-c2ccccc2)c(C)c1C(=O)OCC(=O)Nc1ccccc1Cl
    nt	4	13	-1.6	-11	-9	-7.3	-0.2	0
> COc1cccc(Nc2ncc(C(=O)O)c3ccccc23)c1
    1.0	-16	10	-1.0	36*	-4	-3.0	0.1	-4
> Cc1ccccc1NC(=O)c1cc2c(C)nc3ccccc3c2o1
    1.1	-1	0	-3.2	-5	-1	-3.9	0.1	2
> CCS(=O)(=O)c1ccc2oc(Nc3ccc(C(C)C)cc3)nc2c1
    2.4	-2	6	-1.5	7	12	-0.4	-0.4	1
> CCOc1ccc(S(=O)(=O)N2CCCC(C(=O)NCc3ccncc3)C2)cc1Cl (configuration not stated)
    0.7	-9	16	-0.7	-1	11	-1.3	-6.3	2
> CCc1cc2c(C)ccc(C)c2nc1SCC(=O)Nc1cc(C)on1
    -1.9	-4	-14	0.3	9	5	-2.5	-0.5	1
> COc1cc(/C=C2\SC(=S)N(NC(=O)c3cccc(O)c3)C2=O)ccc1O
    -9.0	-4	5	0.1	22	-6	13*	11	-8
> COc1ccc(S(=O)(=O)n2cnc3ccccc32)cc1OC
    0.3	34	-2	-1.2	-4	6	-2.1	-2.2	-1
> Cc1ccc(C(=O)NCC(=O)OCC(=O)N2CCCc3ccccc32)cc1
    1.4	-3	6	-4.6	0	2	1.7	-0.4	3
> CCOc1ccc(NC(=O)c2ccc(NCC(=O)N3CCCCCC3)cc2)cc1
    -1.4	-2	-3	nt	7	-1	-0.3	-0.9	0
> COC(=O)c1ccc(C(=O)OC)c(NC(=S)N2CCN(C(=O)C3CCCO3)CC2)c1 (configuration not stated)
    0.3	?	-34	nt	-4	3	0.8	?	28*
> CC(NC(=O)c1cc2c(cc1Cl)N1CCCCCC1=NS2(=O)=O)c1ccc(S(N)(=O)=O)cc1 (configuration not stated)
    3.1	?	2	1.8	-10	-5	0.3	?	0
> O=C(CCS(=O)(=O)Cc1ccc(Cl)cc1)NCCCN1CCOCC1
    0.1	-1	-18	-0.5	4	0	-0.6	-0.4	2
> CC(/C=N/Nc1ncc(C)c(=O)[nH]1)=C\c1ccccc1
    0.2	-3	8	nt	20	-1	-3.9	0.4	-8
> COCCN1C(=O)c2ccc(C(=O)O)cc2C1=O
    2.8	?	5	-1.2	-4	-3	-0.7	-1.1	-1
> Cc1cc(NC(=O)c2ccc(Cl)c(S(=O)(=O)N3CCCCC3)c2)no1
    -0.4	16	4	-0.7	6	-4	-5.8	1.8	0
> C=CCn1cccc(C(=O)Nc2ccc(OC)c(Cl)c2)c1=O
    1.3	-12	nt	-1.7	20	nt	-3.1	-1.5	0
> Cc1ccc2c(N)c(C(=O)N(c3ccccc3)c3ccccc3)sc2n1
    -0.6	nt	-4	-0.3	9	4	-0.2	nt	0
> COc1cccc(-n2cc(CN(C)Cc3nc(Cc4cccc(F)c4)no3)cn2)c1
    0.6	0	24	-3.3	9	8	-1.7	-1.3	0
> Cn1c(=O)cc(OCC(=O)NCc2cccs2)c2ccccc21
    3.0	0	-3	0.5	-6	-2	-0.6	-0.2	3
> COc1ccccc1N1CCN(CC(=O)Nc2cccc(F)c2)CC1
    1.9	0	5	4.4	-2	-6	-3.3	0.6	-1
> COc1ccccc1NC(=O)Nc1nc(CC(=O)NCc2ccc(F)cc2)cs1
    -0.9	2	6	0.4	10	11	-5.1	1.5	2
> COc1ccccc1NC(=O)C(Cc1ccc(Cl)cc1)c1nn[nH]n1 (configuration not stated)
    -1.3	-6	1	-2.7	8	2	-0.2	-1.5	2
> Cc1ccc(-c2nnn(CC(=O)N(c3ccccc3)C(C(=O)NCC3CCCO3)c3cccs3)n2)o1 (configuration not stated)
    -0.3	1	9	nt	-4	4	-0.6	-0.1	-1
> O=C(COC(=O)/C=C/c1ccc2c(c1)OCO2)Nc1ccccc1
    -1.5	0	5	nt	10	8	-1.4	-0.1	7
> NC(=O)C1CCCN(C(=O)c2ccc(NC(=O)c3cccs3)cc2)C1 (configuration not stated)
    3.2	2	9	0.6	-3	5	-3.5	-0.7	-2
> O=C1CCCCCC[C@@H](O)[C@H](O)C[C@H](c2ccccc2)O1
    nt	-6	-3	nt	nt	3	nt	0.4	nt
> Cc1ccc(C(=O)NNC(=O)c2ccco2)cc1
    -0.2	-4	15	nt	7	-4	1.1	-1.1	0
> CCNC(=S)NN=C1CCC(C(C)(C)C)CC1 (configuration not stated)
    2.0	6	-5	-1.2	19	0	-1.7	?	1
> C=CCC[C@H](Cc1ccc(F)cc1)C(=O)OC[C@@H]1CCCN1C(=O)[C@@H](CC=C)CC(=O)NCCO
    1.3	-2	-6	-0.5	-4	-2	-2.8	0.3	-2
> O=C(NCc1ccco1)c1cnn2c(C(F)(F)F)cc(-c3cccs3)nc12
    -0.5	-8	-18	-0.3	21	-25	0.2	0.4	23
> Cc1cccc(C)c1OCC(=O)NNC(=O)CCCn1c(=O)oc2ccccc21
    0.6	-2	2	0.1	-4	0	-2.6	4.7	-1
> COc1ccc(C2(CNC(=O)c3ccc(C)cc3)CCOCC2)cc1
    1.1	1	10	-0.2	-4	7	-3.4	0.1	2
> COc1ccc(C(=O)Nc2ccc(Cl)cc2C(=O)NCCO)cc1
    -1.9	-4	-15	-3.0	7	-9	-2.0	-0.2	0
> O=C(O)/C=C/c1ccc([N+](=O)[O-])o1
    -1.2	-4	-5	nt	13	-18	-0.3	1.0	-5
> COc1ccccc1NC(=O)c1cc(C(=O)Nc2ccccc2OC)cc(N2C(=O)CCC2=O)c1
    0.5	-13	-12	nt	4	2	1.0	0.1	-1
> O=c1cc(-c2ccccc2)nc2nc(CCc3ccccc3)[nH]n12
    1.2	-18	2	-0.4	8	6	0.3	-0.3	5
> COc1ccc2c(c1)C[C@]1(C)c3ccccc3C(=O)N(Cc3ccccc3)[C@H]21
    nt	-14	1	-0.2	2	1	-0.2	-0.5	-1
> CCOC(=O)Cc1csc(NC(=O)CSc2nnc(-n3nc(C)cc3C)c3ccccc23)n1
    0.0	10	-6	nt	-8	9	0.8	1.1	6
> CCOc1ccc(NC(=O)C2CC(=O)N(C)C(=Nc3ccc4c(c3)OCO4)S2)cc1 (configuration not stated)
    0.5	-7	-10	-1.3	2	0	-1.0	-0.8	1
> COc1ccc(NC(=O)c2cc([N+](=O)[O-])ccc2N2CCCCC2)cc1
    -2.7	16	3	1.0	-8	-11	-3.4	-0.9	-5
> CCOc1ccccc1NC(=S)N(CCOC)C1CCN(C(C)=O)CC1
    1.3	-11	-3	2.4	5	-5	-2.2	-0.8	2
> O=C(COc1ccccc1)Nc1cccc2c1CCCC2
    1.8	-5	-5	nt	-1	3	-2.4	-0.5	2
> Cc1ccc(C(N)=O)cc1S(=O)(=O)Nc1cccc(C)c1C
    1.2	1	10	-0.8	10	4	-4.0	-0.2	-3
> CCOC(=O)C1=C(N)Oc2cc(O)ccc2C1c1ccc([N+](=O)[O-])cc1 (configuration not stated)
    2.0	-6	12	nt	1	-4	-1.7	-0.8	0
> c1ccc(-c2oc3ncnc(NCCCn4ccnc4)c3c2-c2ccccc2)cc1
    -2.0	-7	nt	3.3	6	nt	-15	-0.8	51*
> COC(=O)c1cc(Br)c(=O)n(-c2ccccc2F)c1
    1.6	15	7	-1.9	5	15	-0.6	1.3	-2
> O=C(OCc1ccccc1C(F)(F)F)c1cc([N+](=O)[O-])ccc1N1CCOCC1
    -0.5	2	17	7.2	26	-7	-1.3	0.6	-3
> O=C(CSc1n[nH]c(=O)[nH]c1=O)NC1CCCCC1
    3.1	8	-14	0.6	12	-4	-0.5	0.3	-3
> CC(C)[C@H](Nc1ccc(S(=O)(=O)N2CCOCC2)cc1[N+](=O)[O-])C(=O)OCC(=O)N(C(C)C)C(C)C
    0.4	-4	20	0.4	-4	4	-2.6	-0.7	-5

Record cards (already shown):
`CCOc1ccccc1NC(=S)N(CCOC)C1CCN(C(C)=O)CC1` in the list: Mtb UGM inh = 1.3; BoNT-F LC inh = -11; CCHF vOTU inh = -3; Mtb BioA inh = 2.4; GDH-TPI counter = 5; PrPC TRFRET = -5; FadD28 binding = -2.2; BoNT-A LC inh2 = -0.8; FBA Mtb inh = 2
`CC(C)[C@H](Nc1ccc(S(=O)(=O)N2CCOCC2)cc1[N+](=O)[O-])C(=O)OCC(=O)N(C(C)C)C(C)C` in the list: Mtb UGM inh = 0.4; BoNT-F LC inh = -4; CCHF vOTU inh = 20; Mtb BioA inh = 0.4; GDH-TPI counter = -4; PrPC TRFRET = 4; FadD28 binding = -2.6; BoNT-A LC inh2 = -0.7; FBA Mtb inh = -5

Next results.
Every second line gives: Mtb UGM inh	BoNT-F LC inh	CCHF vOTU inh	Mtb BioA inh	GDH-TPI counter	PrPC TRFRET	FadD28 binding	BoNT-A LC inh2	FBA Mtb inh
> COc1ccc(CC(=O)NC(C)(C)CC(C)=O)cc1OC
    2.5	5	9	-1.5	-3	4	-2.9	-0.5	4
> O=C(N/N=C\c1cccc(Br)c1)c1ccccc1-n1cccc1
    -2.2	?	5	-2.3	3	-6	-3.5	-0.5	-1
> Cc1noc(C)c1COc1ccc(C(=O)NCc2cccs2)cc1
    -0.5	-8	-9	-0.3	9	0	-1.3	-0.3	1
> C/C(=N\OC(=O)c1ccc(F)cc1)c1sc(-c2ccccc2)nc1C
    -0.3	28	11	-4.5	1	-9	-3.7	0.1	4
> O=C(NC1CCCCC1)n1c(=O)oc2cc(S(=O)(=O)N3CCCCC3)ccc21
    -0.2	3	10	-0.5	-4	3	3.5	-0.2	2
> COc1ccc(CCNC(=S)Nc2ccc(S(=O)(=O)Nc3ncccn3)cc2)cc1OC
    -1.0	1	4	1.9	-6	-2	-1.7	0.1	0
> CCOC(=O)[C@]12CCC=C1N(Cc1ccc(Cl)cc1Cl)C(=O)[C@H](CC(=O)N1CCN(C(=O)c3ccco3)CC1)C2
    nt	-2	8	nt	nt	-1	nt	-0.2	nt
> O=C(NNc1cccc(Cl)n1)c1ccc(Cl)nc1
    2.0	0	3	nt	2	-2	-0.7	-0.6	-2
> CCCn1c(N)c(C(=O)CSc2n[nH]c(-c3ccc(C)cc3)n2)c(=O)[nH]c1=O
    -2.1	-1	-3	-1.1	1	0	-1.0	-4.0	1
> Cn1cccc1C1CCCN1CC(=O)Nc1ccc(C(N)=O)cc1 (configuration not stated)
    1.7	-2	-7	9.4	-4	-5	-4.3	-0.6	1
> C=CCc1cc(C=C2C(=O)NC(=O)NC2=O)cc(OC)c1OCc1ccc(C(=O)O)cc1
    -0.3	-2	nt	nt	-9	nt	-2.9	-0.4	0
> Cc1nc(Nc2ncc3c(n2)CC(C)(C)CC3=O)nc2ccccc12
    nt	-6	1	nt	10	6	-1.5	-1.6	-1
